MT1-MMP act inh – MT1-MMP (human) activation inhibition | HT1080 RFP-PRO-GFP cells, GFP/RFP ratio fluorescence, overnight; percent of plate control window, DMSO zero | AID 651647 | P50281 | 360,000 tested, 0.061% active | GFP/RFP ratio change, % at 20 µM;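 active = GFP/RFP ratio change of at least 30% with cell ATP level not reduced by more than half and red fluorescence within 50% of control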; note: strong numbers were not always called active
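Test system: HT1080 cells expressing an RFP-PRO-GFP fluorescent reporter construct / Compound dosing: single-point 20 µM compound, 1% DMSO / Schedule: cells overnight before dosing, compound overnight, 37 °C, 5% CO2 / Evaluation: GFP/RFP fluorescence ratio / Control set: DMSO and RFP-L50D-GFP cell wells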
SKN-1 inh – inhibitors of C. elegans SKN-1. C. elegans VP596 Pgst-4::GFP/RFP ratio, acrylamide-induced, 24 h. inhibition, % at 21.8 µM. 360,000 tested, 0.49% active;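 active = interference check ratio from 0.5 to 1.5 plus GFP to RFP signal ratio inhibition reaching or exceeding a fixed threshold, cut at about 30% in these data, passing the limit was not always enough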; note: some compounds called inactive have numbers as strong as hits
MLLE-PAM2 inh – blocks PAM2 peptide binding to the PABP1 MLLE domain; GST-MLLE / FITC-PAM2 fluorescence polarization; inhibition, % at 20 µM; 360,000 tested, 0.36% active; AID 588489; in the data active = inhibition above about 35%, passing the limit was not always enough;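 note: plate controls were DMSO wells with GST-MLLE for no effect and wells lacking GST-MLLE protein for full effect; some results filed as inactive read as strong as hits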
Rin1 Abl inh – inhibitors of human Rin1-Abl protein interaction | 360,000 tested, 0.4% active | inhibition, % at 7.35 µM | TR-FRET Rin1/Abl binding, biochemical | P00519+Q13671; in the data active = inhibition above about 5%, passing the limit was not always enough
CSN deneddyl inh – inhibitors of human CSN-mediated cullin deneddylation; Q92905; Purified CSN, SCF-Nedd8-OG deneddylation, fluorescence polarization; inhibition, % at 12.5 µM; 360,000 tested, 0.38% active;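 active = pattern-corrected inhibition above about 35%, with an unprinted fluorescence ratio check between 0.5 and 1.5, limit read from the data, passing the limit was not always enough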;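 note: 0% = enzyme with substrate and 100% = substrate without enzyme; some results filed as inactive read as strong as hits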
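Detection – fluorescence polarization · System – HEK293T-derived human Csn5 enzyme · Controls – substrate-only high control, full reaction low control · Timing – 90 min, room temperature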
Neddyl block – blocks human cullin neddylation | P61081+Q13564 | TR-FRET cullin neddylation, biochemical | calls only at 25 µM | 360,000 tested, 0.58% active; in the data active = inhibition above about 36%
Target sequence (P61081 whole entry, looked up): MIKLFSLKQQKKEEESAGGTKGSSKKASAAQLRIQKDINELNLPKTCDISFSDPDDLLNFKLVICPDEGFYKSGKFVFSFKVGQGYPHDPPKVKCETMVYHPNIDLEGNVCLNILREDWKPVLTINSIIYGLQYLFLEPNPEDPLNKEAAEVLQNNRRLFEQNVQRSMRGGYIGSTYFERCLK
Target sequence (Q13564 whole entry, looked up): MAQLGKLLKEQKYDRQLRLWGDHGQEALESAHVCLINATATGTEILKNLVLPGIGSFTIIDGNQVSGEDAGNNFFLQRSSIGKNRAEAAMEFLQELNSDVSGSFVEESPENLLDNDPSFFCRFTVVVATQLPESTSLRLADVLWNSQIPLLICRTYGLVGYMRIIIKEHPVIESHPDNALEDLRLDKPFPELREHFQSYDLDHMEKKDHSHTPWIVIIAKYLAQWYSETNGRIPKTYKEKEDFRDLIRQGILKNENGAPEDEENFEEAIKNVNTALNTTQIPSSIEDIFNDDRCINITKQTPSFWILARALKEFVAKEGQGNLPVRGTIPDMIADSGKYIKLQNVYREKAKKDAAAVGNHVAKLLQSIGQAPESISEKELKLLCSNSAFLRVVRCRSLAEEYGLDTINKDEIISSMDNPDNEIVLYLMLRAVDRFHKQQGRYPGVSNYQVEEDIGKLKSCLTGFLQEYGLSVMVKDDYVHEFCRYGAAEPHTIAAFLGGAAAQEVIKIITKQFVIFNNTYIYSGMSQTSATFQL
NadD block – NadD (S. aureus) enzyme inhibition. purified NadD enzyme, colorimetric absorbance read-out. inhibition, % at 20 µM. 360,000 tested, 0.78% active. AID 602399; in the data active = inhibition above about 26%; note: some compounds past the cut are filed as inactive
Rpn11 inh – blocks the human proteasome subunit Rpn11; O00487; human 26S proteasome, Ub4-pepOG fluorescence polarization; 20S core pre-blocked with epoxomicin; calls only at 20 µM; 360,000 tested, 0.59% active;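 active = inhibition at 20 µM, scaled to each plate's controls, above about 33%, limit read from the data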
Target sequence (O00487 whole entry, looked up): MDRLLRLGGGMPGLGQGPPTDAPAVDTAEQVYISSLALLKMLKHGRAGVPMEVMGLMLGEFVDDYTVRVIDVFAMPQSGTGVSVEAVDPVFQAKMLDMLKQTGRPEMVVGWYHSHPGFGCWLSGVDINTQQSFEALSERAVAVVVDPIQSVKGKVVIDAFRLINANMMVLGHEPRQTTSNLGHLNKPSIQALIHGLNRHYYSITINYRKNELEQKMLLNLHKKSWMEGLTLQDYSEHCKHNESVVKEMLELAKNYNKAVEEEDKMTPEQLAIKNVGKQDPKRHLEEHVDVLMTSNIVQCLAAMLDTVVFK
FAS-TE inh – blocks the thioesterase domain of human fatty acid synthase | inhibition, % at 15 µM | recombinant FAS-TE, OMFH fluorogenic substrate, fluorescence endpoint | 360,000 tested, 0.67% active;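 active = compounds whose normalised, plate-corrected inhibition of enzyme fluorescence in the single-dose primary screen is 50% or more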;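 note: 0% = DMSO with enzyme and 100% = substrate without enzyme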
Starred values were filed as active, the others as inactive; i = inactive; . = not tested or not shown.

SMILES	MT1-MMP act inh	SKN-1 inh	MLLE-PAM2 inh	Rin1 Abl inh	CSN deneddyl inh	Neddyl block	NadD block	Rpn11 inh	FAS-TE inh
N#Cc1c(-c2ccc(F)cc2)cc(-c2cccnc2)nc1N	-8	11	-9	-1	3	i	1	i	9
CC1(C)CC(=O)N(c2ccc(Cl)c(Cl)c2)C(=O)C1	-1	14	-3	-4	-1	i	0	i	-6
COc1ccc(-c2[nH]ncc2CN2CCC(OCc3ccccn3)CC2)c(F)c1	-1	2	1	0	4	i	-11	i	-6
O=C(Nc1cccc(Cl)c1)c1ccc(Cn2cc(Cl)cn2)cc1	-9	-11	13	0	-13	i	-8	i	-4
N/C(Cc1ccc(Cl)cc1Cl)=N\OC(=O)c1ccccc1F	0	17	-20	-2	0	i	-3	i	20
COc1ccc(-c2csc(C(O)c3ccccc3)n2)cc1 (stereo not drawn)	1	6	-11	1	-1	i	-7	i	2
COc1ccc(Cl)cc1NC(=O)Cn1c(=O)n2nc(C)nc2c2ccccc21	1	-11	7	1	-3	i	1	i	5
CC(=O)c1sc(NC(=O)c2cccnc2Cl)nc1C	-1	4	3	1	2	i	-1	i	3
COc1cc(OC)nc(NC(=O)NS(=O)(=O)c2ccccc2Cl)n1	3	2	-1	-1	-3	i	-5	i	-2
Brc1ccccc1OCCNCc1ccccc1	3	12	5	-1	3	i	-5	i	4
COc1ccc(OC)c(NC(=O)CN2C(=O)NC3(CCOc4ccccc43)C2=O)c1 (stereo not drawn)	-12	4	5	-2	4	i	0	i	-7
CC(=O)N/C(=C\c1ccc(C)cc1)C(=O)O	-1	3	8	-1	-1	i	-5	i	-12
CSc1nncn1/N=C/c1ccc([N+](=O)[O-])cc1	-1	2	2	2	0	i	-11	i	0
O=[N+]([O-])c1ccccc1/C=N\Nc1nccs1	0	-10	2	-1	3	i	-4	i	-2
Cc1ccc(-c2cc(Cc3ccncc3)c(=O)[nH]n2)cc1	1	-13	6	-6	5	i	0	i	-4
CCc1ccc(-n2c(SCC(=O)c3ccc4c(c3)NC(=O)CO4)nc3ccccc3c2=O)cc1	-1	-2	-23	1	0	i	6	i	-3
COc1ccc(S(=O)(=O)N[C@H](C(=O)O)C(C)C)cc1	0	-22	-2	-8	-1	i	2	i	-5
CCOC(=O)C1CCCN(C(=O)COc2ccc(S(=O)(=O)N3CCOCC3)cc2)C1 (stereo not drawn)	0	10	12	0	-1	i	-4	i	-9
O=C(Nc1ccccc1C(=O)NCc1ccco1)c1ccccc1	-3	-22	-11	2	-4	i	-2	i	1
Cc1ccc2nc3c(cc(C(=O)NCC4CCCO4)c(=N)n3CCCOC(C)C)c(=O)n2c1 (stereo not drawn)	4	8	5	-10	-4	i	0	i	-8

Taken from above.
O=[N+]([O-])c1ccccc1/C=N\Nc1nccs1 in NadD block shows -4
CSc1nncn1/N=C/c1ccc([N+](=O)[O-])cc1 in SKN-1 inh shows 2

Retrieved by compound from the list above (2):
SMILES	MT1-MMP act inh	SKN-1 inh	MLLE-PAM2 inh	Rin1 Abl inh	CSN deneddyl inh	Neddyl block	NadD block	Rpn11 inh	FAS-TE inh
CC(=O)c1sc(NC(=O)c2cccnc2Cl)nc1C	-1	4	3	1	2	i	-1	i	3
CCc1ccc(-n2c(SCC(=O)c3ccc4c(c3)NC(=O)CO4)nc3ccccc3c2=O)cc1	-1	-2	-23	1	0	i	6	i	-3

The listing picks up, starting four compounds before the break.
SMILES	MT1-MMP act inh	SKN-1 inh	MLLE-PAM2 inh	Rin1 Abl inh	CSN deneddyl inh	Neddyl block	NadD block	Rpn11 inh	FAS-TE inh
COc1ccc(S(=O)(=O)N[C@H](C(=O)O)C(C)C)cc1	0	-22	-2	-8	-1	i	2	i	-5
CCOC(=O)C1CCCN(C(=O)COc2ccc(S(=O)(=O)N3CCOCC3)cc2)C1 (stereo not drawn)	0	10	12	0	-1	i	-4	i	-9
O=C(Nc1ccccc1C(=O)NCc1ccco1)c1ccccc1	-3	-22	-11	2	-4	i	-2	i	1
Cc1ccc2nc3c(cc(C(=O)NCC4CCCO4)c(=N)n3CCCOC(C)C)c(=O)n2c1 (stereo not drawn)	4	8	5	-10	-4	i	0	i	-8
O=C(O)C1Cc2ccccc2CN1C(=O)CCl (stereo not drawn)	-1	4	8	2	20	i	3	i	-5
CN(c1ccccc1)S(=O)(=O)c1cc(C(=O)N2CCN(c3ncccn3)CC2)ccc1Cl	5	-2	-13	2	-3	i	3	i	8
CN(C(=O)c1ccc2c(c1)CCO2)C(C)(C)C	1	5	27	0	-2	i	-3	i	-4
Cc1ccnc(NS(=O)(=O)c2ccc(NC(=O)c3oc4ccccc4c3C)cc2)n1	1	-16	-5	-1	3	i	4	i	-5
Fc1ccccc1Nc1nc(NCc2ccco2)nc(N2CCOCC2)n1	-2	-3	5	0	-2	i	-1	i	7
CC(=O)NC1=NN(C(C)=O)C(C)(c2ccc(C)cc2)S1 (stereo not drawn)	3	0	3	1	0	i	-2	i	-3
Cc1ccc(C(=O)Nc2ccccc2N2CCCC2)cc1	2	-1	-1	1	0	i	-4	i	4
COC(=O)[C@@]12C[C@@H](CC(=O)N3CCSCC3)C(=O)N(Cc3ccc4c(c3)OCO4)C1=CCC(C)(C)C2	6	14	.	.	-5	i	.	.	.
O=C(CNC(=O)C1CCCCC1)NNC(=O)c1ccccc1Br	-1	-6	-2	-1	3	i	-5	i	-9
Cc1ccc(C2=NN(S(C)(=O)=O)C(c3cccs3)C2)cc1 (stereo not drawn)	.	-3	-5	-1	-7	i	-6	i	3
CCn1c(SC(C)C(=O)OC)nnc1-c1c[nH]c2ccccc12 (stereo not drawn)	1	0	-10	-1	-2	i	2	i	-3
O=C(O)CC1S/C(=N\N=C/c2ccccc2)N(c2ccc(O)cc2)C1=O (stereo not drawn)	4	0	13	1	2	i	6	i	-6
CC(=O)Nc1ccc(NC(=O)C2CCCN(c3nnc(-n4cccc4)s3)C2)cc1 (stereo not drawn)	3	3	0	-4	-1	i	2	i	-7
CC(C)(Oc1ccc(Cl)cc1)C(=O)Nc1ccc2oc(-c3ccncc3)nc2c1	5	15	-7	0	-1	.	1	i	2
CCCCn1nnnc1C(c1cc2ccccc2o1)N1CCN(c2c(C)cccc2C)CC1 (stereo not drawn)	-14	-6	.	.	6	i	9	.	22
O=S(=O)(Nn1cnnc1)c1ccc2ccccc2c1	0	-1	3	5	1	i	-1	i	-8
O=C(NCCN1CCOCC1)c1ccc(S(=O)(=O)Nc2ccccc2)cc1	-1	-8	8	0	0	i	-7	i	-6
CCCCCCCn1ccc(=N)cc1	-8	26	-127	-1	-5	i	8	i	-6
COc1ccc(OC)c(NC(=O)C(Sc2ccccc2)c2ccccc2)c1 (stereo not drawn)	-6	-17	22	1	1	i	-1	i	31
CCOc1ccc(NS(=O)(=O)c2ccc(NC(C)=O)c(OC)c2)cc1	6	-1	2	-2	4	i	2	i	-7
Cc1nc([N+](=O)[O-])cn1CC(=O)Nc1ccc([N+](=O)[O-])cc1	-2	28	-1	-1	-4	i	5	i	-6
Cc1cccnc1NC(=O)Nc1ccccc1	-5	13	6	0	-1	i	5	i	-2
COc1cc(/C=C2\SC(=O)N(c3ccccc3Cl)C2=O)cc([N+](=O)[O-])c1O	31*	2	-5	3	5	i	18	i	39
CN(C(=O)CCc1nc2ccccc2c(=O)[nH]1)C1CCS(=O)(=O)C1 (stereo not drawn)	3	-14	-13	5	2	i	1	i	-6
CCOC(=O)c1cnn(-c2ncnc3c2cnn3C)c1N	-1	-14	5	0	-3	i	0	i	1
Cc1[nH]c2ccccc2c1C(=O)C(=O)N1CCOCC1	2	6	4	-2	0	i	2	i	-5
Cc1cc(N2CCN(c3ccccc3)CC2)nc(-c2ccccc2O)n1	1	-5	-2	-3	3	i	0	i	22
O=C(Nc1ccncc1Cl)c1ccncc1	-4	-3	-11	4	-3	i	2	i	-3
CCC(C)OC1OC(CO)C(O)C(O)C1NC(C)=O (stereo not drawn)	-2	-7	6	-1	-3	i	1	i	-11
COc1ccc(C(=O)N/N=C/c2c(C)nn(-c3ccccc3)c2OC)cc1	4	-4	-8	-5	-3	i	-6	i	2
O=C(CC(=O)N/N=C/c1c(Cl)cccc1Cl)NCc1cccnc1	0	15	-4	-3	-2	i	-9	i	-6
S=C(NN=Cc1ccccn1)N(Cc1ccccn1)Cc1ccccn1	8	6	-4	-4	-2	i	1	i	-6
CCOc1ccc(N2CC(C(=O)Nc3ccncc3)CC2=O)cc1 (stereo not drawn)	2	-7	-2	1	5	i	0	i	-2
O=C(NCc1ccccc1)c1cnc(-c2ccccn2)nc1C(F)(F)F	-4	-6	-3	-4	1	i	3	i	-1
CCS(=O)(=O)N1CCC(N2CCN(c3ccccc3)CC2)CC1	-1	22	-20	1	-4	i	-11	i	-9
CCc1nc2scc(-c3ccccc3)c2c(=O)n1N	-1	-15	13	0	-2	i	8	i	-5
O=C(NCc1cccc(C(F)(F)F)c1)c1ccc2nc([C@@H]3O[C@H](CO)[C@@H](O)[C@H]3O)[nH]c2c1	4	12	11	0	9	i	-1	i	-12
CCN(C(=O)c1ccc(NC(=O)C2CCCCC2C(=O)O)cc1)c1ccccc1 (stereo not drawn)	-2	9	6	-1	0	i	0	i	-11
CC1CN=C(c2ccccc2)O1 (stereo not drawn)	4	5	8	3	-3	i	1	i	-4
CSc1cccc(NC(=O)CNC(=O)c2ccc3c(c2)OCO3)c1	-2	-7	-6	1	-1	i	-2	i	-2
Cc1cccc(C)c1OC(=O)Cc1ccccc1[N+](=O)[O-]	-1	-5	-10	0	2	i	-3	i	15
CC1CC1c1ccc(/C=C(\C#N)C(=O)Nc2cc(Cl)ccc2Cl)o1 (stereo not drawn)	1	8	-5	3	-4	.	0	i	20
Cc1cc2c(nn1)CCc1c-2no[n+]1[O-]	-2	5	-8	1	5	i	2	i	8
Cc1cc(C(=O)NNC(=O)CN2C(=O)NC3(CCCCC3)C2=O)c(C)o1	1	16	3	3	2	i	2	i	-5
O=C(NC(=S)Nc1ccccc1[N+](=O)[O-])c1ccccc1Cl	2	7	32	-2	3	i	-8	i	7
CN1C(=O)c2oc3ccccc3c(=O)c2C1c1ccccn1 (stereo not drawn)	0	8	7	-2	0	i	-3	i	2
C/C(Cc1ccccc1)=N\NC(=O)CCCCCC(=O)N/N=C(\C)Cc1ccccc1	3	-1	-5	-7	-2	i	4	i	-5
C=CCNc1nc(-c2ccc(Cl)cc2)cs1	3	43*	12	0	-1	i	-4	i	14
CNc1nc(N)c(C(=O)C(C)(C)C)s1	-2	9	8	0	-1	i	1	i	-3
O=C(CCCOc1ccccc1)Nc1nc2ccccc2[nH]1	-1	-5	-4	-4	-2	i	-5	i	-4
COc1ccccc1NC(=O)CSC1=NCCN1	9	13	30	-1	-10	i	1	i	-11
COC(=O)CN(c1cccc(C(C)=O)c1)S(C)(=O)=O	7	-4	-1	-1	-3	i	-3	i	-7
O=C(N[C@@H](Cc1ccccc1)C(=O)O)c1cccnc1	0	-2	0	-4	1	i	3	i	-1
CCOc1ccc(C2=Nn3c(nnc3-c3ccc(OC)cc3)SC2)cc1	4	-18	-45	-1	4	i	4	i	22
O=C(C=Cc1ccccc1)c1ccc([N+](=O)[O-])cc1	0	2	11	2	3	i	-3	i	-1
CCCS(=O)(=O)N1CCCC(C(=O)NCCCOC(C)C)C1 (stereo not drawn)	3	6	18	-1	3	i	-8	i	-4
CS(=O)(=O)c1ccc(NC(=O)CN2C(=O)C3CCCCC3C2=O)cc1 (stereo not drawn)	-1	6	-1	0	0	i	-2	i	-4
